# Screening results deposited in PubChem by National Center for Advancing Translational Sciences (NCATS).
# GALK inh: qHTS Assay for Inhibitors of Human Galactokinase (GALK). hit rate 0.007% among 270,000. AID 1868, 2009. Purified GALK, Kinase-Glo residual ATP luminescence. Potency, µM (doses to about 57.5 µM), for inactives: at the highest dose activity change, negative = inhibition, hits mostly inhibitors; further: potency means the concentration at half of the fitted maximal effect; on the % scale 0 is the no-effect control and ±100 the full control effect
# Target sequence (P51570 whole entry, looked up): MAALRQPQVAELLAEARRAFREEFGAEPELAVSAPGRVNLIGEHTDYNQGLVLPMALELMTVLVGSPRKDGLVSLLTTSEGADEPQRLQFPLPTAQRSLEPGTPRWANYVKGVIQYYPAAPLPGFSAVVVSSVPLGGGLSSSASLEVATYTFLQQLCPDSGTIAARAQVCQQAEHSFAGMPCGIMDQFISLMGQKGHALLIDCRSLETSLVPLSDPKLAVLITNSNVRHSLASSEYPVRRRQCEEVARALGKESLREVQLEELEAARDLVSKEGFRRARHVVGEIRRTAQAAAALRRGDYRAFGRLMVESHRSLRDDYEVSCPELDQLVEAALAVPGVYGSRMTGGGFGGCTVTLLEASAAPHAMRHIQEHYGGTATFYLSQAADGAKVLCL
#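 Compounds were pin-transferred into ATP buffer (35 uM final), then GALK plus galactose (5 nM, 100 uM final) was added. After 1 h at room temperature, Kinase-Glo Plus was added and luminescence read after 10 min.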
# FBPA coupling cs: qHTS Assay for Inhibitors of Fructose-1,6-bisphosphate Aldolase from Giardia Lamblia: Coupling assay counterscreen; AID 2472, 2010; coupling enzyme system counterscreen, AmpLite Red fluorescence; hit rate 0.67% among 290,000; activity change, negative = inhibition, % at 58.2 µM, hits read low; in the data active means activity change below about -30%; further: on the % scale 0 is the no-effect control and ±100 the full control effect
#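 Counterscreen lacking aldolase: glyceraldehyde-3-phosphate coupling-enzyme reagent preincubated 10 min at RT with compound (at 57.5 uM final), then substrate/coupling system with AmpLite Red added; fluorescence read at 525/598 nm after 20 min RT.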
# S-ASM inh: Inhibitors of Secretory Acid Sphingomyelinase (S-ASM): qHTS; Sphingomyelin phosphodiesterase (Homo sapiens), P17405; placental ASM, HMU-PC fluorogenic substrate, 60 min; Potency, µM (series often up to 57.5 µM), for the others: at the top dose activity change, negative = inhibition, actives largely listed as inhibitors; hit rate 0.006% among 340,000; further: potency means the concentration at half of the fitted maximal effect
#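 Human placenta-derived ASM preincubated with compound 10 min at room temperature, then reacted with 9 uM (final) fluorogenic HMU-PC substrate for 60 min at 37 C. Stop solution raises pH to 10; fluorescence read at Ex 386/Em 447 nm.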
# MLL CXXC-DNA inh: qHTS Fluorescence Polarization Assay for Inhibitors of MLL CXXC domain - DNA interaction. Potency, µM (top dose mostly 115 µM), for the others: at the highest dose activity change, negative = inhibition, usual class: inhibitors. Histone-lysine N-methyltransferase 2A (Homo sapiens), Q03164. MLL-CXXC / FITC-HOXA9 DNA fluorescence polarization. AID 2662, 2010. hit rate 0.037% among 290,000; active means well fitted inhibition curve with a large enough effect in the polarisation, with a control signal flat, not every such curve was filed as active; inconclusive means small, poorly fitted or top-dose-only effect, or effect the other way, or a change in a side signal; inactive means no such curve, though single readings can be large or run the other way; the % refers to the polarisation; further: potency means the concentration at half of the fitted maximal effect
#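 Fluorescence polarization: 7 uM MLL-CXXC (stock) preincubated 5 min with compounds, then 50 nM fluorescein-HOX-A9 DNA (stock) added; 30 min ambient. Buffer 50 mM Tris-HCl pH 7.5, 50 mM NaCl, 1 mM DTT, 0.05% BSA.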
# a7 integrin act: qHTS for Activators of Integrin-Mediated Alleviation for Muscular Dystrophy; alpha7betagal myoblasts, beta-gal FDG fluorescence, 48 h; Potency, µM (highest dose often 38.3 µM), for the others: top-dose activation, usual class: activators; hit rate 0.064% among 350,000; AID 624291, 2012;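 further: potency means the concentration at half of the fitted maximal effect; 100% = response of the positive control SU9516; nearly all actives have a fitted effect of over 60% in size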
#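 Alpha7betagal+/- myoblasts (passage 13) were plated 16-24 hr, then exposed to compounds (1:260 dilution of DMSO stock) for 48 hours at 37C. After MPER lysis, β-galactosidase reporter activity was read as FDG fluorescence (ex 480/em 540) after 30 minutes.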
# TRPV1 agonist: HTS Assay for Compounds that Act as Agonists of the Vanilloid Receptor 1; TRPV1-expressing cells, Fluo-8 calcium influx, agonist mode; activation, % at 8.33 µM; hit rate 0.19% among 320,000; in the data active means activation above about 80%; inconclusive means between about 30% and that limit; further: 0% is about no effect
#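 Cells expressing TRPV1 were dye-loaded with Fluo-8 and read kinetically: 10 s baseline, 3 min after compound (agonist portion), then 2 min after EC20 capsaicin (allosteric enhancer portion). Calcium-bound dye fluorescence at 480/520 nm.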
# MBNL1-CUG inh: qHTS Assay for Inhibitors of MBNL1-poly(CUG) RNA binding | TR-FRET MBNL1-His/biotin-(CUG)12 binding, 665/545 ratio | Potency, µM (highest dose often 57.5 µM), without a hit: at the highest dose activity change, negative = inhibition, actives largely listed as inhibitors | hit rate 0.036% among 280,000; active means well fitted inhibition curve with a large enough effect in the signal ratio, with a control signal flat, not every such curve was filed as active; inconclusive means small, poorly fitted or top-dose-only effect, or effect the other way, or a change in a side signal; inactive means no such curve, though single readings can be large or run the other way; the % refers to the signal ratio; further: potency means the concentration at half of the fitted maximal effect; on the % scale 0 is the no-effect control and ±100 the full control effect
# Target sequence (Q9NR56 whole entry, looked up): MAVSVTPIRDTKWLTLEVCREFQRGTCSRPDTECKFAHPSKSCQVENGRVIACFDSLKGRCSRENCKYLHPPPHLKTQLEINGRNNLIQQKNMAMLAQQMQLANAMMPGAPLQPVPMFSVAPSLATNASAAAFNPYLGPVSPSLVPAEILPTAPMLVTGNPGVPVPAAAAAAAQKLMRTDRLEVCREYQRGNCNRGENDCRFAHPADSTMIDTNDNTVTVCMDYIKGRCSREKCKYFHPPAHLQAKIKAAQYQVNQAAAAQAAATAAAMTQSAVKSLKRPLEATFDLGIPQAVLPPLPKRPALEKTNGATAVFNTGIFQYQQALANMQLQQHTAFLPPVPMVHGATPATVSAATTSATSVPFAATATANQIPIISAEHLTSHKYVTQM
#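 His-tagged MBNL1 binding to biotinylated (CUG)12 RNA was measured by TR-FRET using terbium anti-His antibody (0.055 ng/ul final) and streptavidin-XL665 (5 nM final). Compounds were titrated 92 nM to 58 uM; 60 min at room temperature.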
# KCNH2 WT inh: qHTS for Inhibitors of KCHN2 3.1: Wildtype qHTS; activity change, % at 1.84 µM; AID 720551, 2013; U2OS, BacMam KCNH2, thallium flux FluxOr; hits give low values; hit rate 0.37% among 340,000;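 active means maximum activity change below -70%; inconclusive means maximum activity change between -70% and -50%; inactive means maximum activity change above -50%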; further: on the % scale 0 is the no-effect control and ±100 the full control effect
#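 U2OS cells transduced with wild-type KCNH2 virus are loaded with FluxOr dye for 45 min, and thallium flux is measured in kinetic reads before and after stimulation buffer. Rate constants are normalized to DMSO controls.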
# KCNH2 3.1 inh: qHTS for Inhibitors of KCHN2 3.1: Mutant qHTS; Potassium voltage-gated channel subfamily H member 2, brain isoform KCNH2 3.1 (human); U2OS KCNH2 3.1, thallium flux FluxOr; hits give low values; activity change, % (tested at about 1.8 µM); hit rate 0.95% among 340,000;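 active means maximum activity change below -70%; inconclusive means maximum activity change from -70% to -50%; inactive means maximum activity change above -50%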;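 further: thallium influx rate constant from kinetic fluorescence after stimulation buffer; on the % scale 0 is the no-effect control and ±100 the full control effect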
#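 Thallium flux read-out: FluxOr dye with Red40 quencher in HBSS/HEPES, 45 min at RT. Rate constants from kinetic reads were normalized to positive and negative DMSO controls. Cells: U2OS virally expressing the 3.1 isoform.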
# A-T KAP1 phos: qHTS Assay for Identifying a Potential Treatment of Ataxia-Telangiectasia; Potency, µM (doses to about 57.5 µM), for the others: top-dose activation, hits mostly activators; AID 485349, 2010; hit rate 0.19% among 320,000; […] A-T fibroblasts, KAP-1 phosphorylation AlphaLISA; neocarzinostatin DNA damage 30 min before lysis; further: potency means the concentration at half of the fitted maximal effect; % of control where 0% means no effect; nearly all actives have a fitted effect of over 45% in size
#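 hTERT-immortalized A-T patient fibroblasts ([…]), 500 cells/well in OPTI-MEM, 1% FBS, got compounds for 60 min, then NCS for 30 min at 37C. Lysates were then assayed for phospho-KAP-1 by AlphaLISA (anti-pKAP1 donor, anti-KAP1 acceptor beads), 6 hr at 25C.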
# An asterisk follows results filed as active; ? = inconclusive; . = no result given. Unless noted, the call rests on the fitted dose curve; in most records, active means well fitted curve in the direction sought with a large enough effect; inconclusive means small, poorly fitted or top-dose-only effect, or another doubt; inactive means no such curve, though single readings can be large; an effect the other way counts as inactive or inconclusive.
structure,GALK inh,FBPA coupling cs,S-ASM inh,MLL CXXC-DNA inh,a7 integrin act,TRPV1 agonist,MBNL1-CUG inh,KCNH2 WT inh,KCNH2 3.1 inh,A-T KAP1 phos
CC(C)OCCCNC(=O)c1cc2c(=O)n(C)c3ccccc3c2n1C,3%,-3,-1%,-19%,7%,-2,-1%,-2,2,3%
COc1ccc2[nH]cc(CCNC(=O)C3CC(=O)N(c4ccc(Cl)cc4)C3)c2c1 (configuration not stated),6%,-2,-9%,2%,-24%,15,-4%,8,-9,10%
O=C(NC1CCCCCC1)c1ccc(Br)o1,3%,0,-1%,6%,15%,9,-2%,0,-2,-5%
CCN(CC)c1ccc(/C=C2\C(=O)c3ccc(C(=O)O)cc3C2=O)cc1,0%,0,16%,2%,-11%,?,?,32,-9,-15%
CCOC(=O)C1=C(c2ccccc2)Nc2ncnn2C1c1cc(OC)ccc1OC (configuration not stated),2%,-2,24%,0%,24%,0,0%,3,-1,4%
CCOC(=O)N1CCC(N(CCN(C)C)C(=S)Nc2cc(Cl)ccc2C)CC1,1%,1,4%,11%,-14%,16,2%,-10,-17,-3%
O=c1c2ccccc2nnn1CSc1nnc2sc3ccccc3n12,0%,2,.,4%,.,2,5%,.,.,-4%
CC12CCC(C(=O)Nc3ccccc3Br)(C/C1=N\O)C2(C)C (configuration not stated),1%,7,0%,12%,-2%,6,-2%,8,10,9%
CCOC(=O)C1CCN(C(=O)C2(NC(=O)Nc3ccccc3Cl)CCCCC2)CC1,-1%,4,0%,-3%,-10%,0,-4%,-8,-3,-6%
CCOc1ccc(/C=N/n2nnnc2N)cc1OCC,-5%,4,5%,-6%,3%,5,?,-10,5,6%
CCOC(=O)N1CCN(C(=O)c2ccc3c(=O)n(CCc4ccccc4)c(=S)[nH]c3c2)CC1,-1%,0,-13%,0%,10%,.,10%,4,-8,0%
Cc1ccc2c(c1)C(c1ccc([N+](=O)[O-])cc1)=NNC(c1ccc(Br)cc1)=N2,2%,4,-8%,-2%,10%,7,.,-18,-42,4%
CCOC(=O)Cc1c(Sc2ccccc2)c2cc(C)ccc2n1C,-1%,0,?,1%,-13%,16,?,6,-4,7%
COc1ccccc1N1CCN(C(CNS(=O)(=O)c2cccs2)c2cccnc2)CC1 (configuration not stated),0%,2,14%,2%,18%,-1,4%,0,4,3%
COc1ccc(CCNC(=O)C(C(=O)c2ccc(F)cc2)n2ccccc2=O)cc1OC (configuration not stated),0%,4,4%,2%,-7%,-7,-20%,-6,5,8%
O=C(O)/C(=C/c1ccco1)NC(=O)c1ccc(Br)o1,5%,3,0%,-8%,-20%,1,0%,-8,-9,4%
NC(=S)N/N=C\c1c2ccccc2cc2ccccc12,1%,0,25%,0%,13%,0,?,-5,-7,1%
CCCCOC(=O)c1ccc(N2C(=O)CC(N3CCN(C/C=C/c4ccccc4)CC3)C2=O)cc1 (configuration not stated),3%,0,-6%,1%,-15%,3,-5%,14,-13,3%
CC(C(=O)NC1C=CS(=O)(=O)C1)N1C(=O)/C(=C\c2ccccc2)SC1=S (configuration not stated),-3%,-3,7%,28%,-20%,-7,?,3,-3,1%
Cc1cc(C)nc(N2CCC(C(=O)NCCc3ccccc3)CC2)n1,-1%,3,-1%,0%,-17%,-1,-5%,-1,11,-4%
CN(CC(=O)Nc1ccc(Cl)c(Cl)c1)C(=O)C1CCCC1,.,.,-1%,.,15%,18,.,3,-5,-7%
CCC(=O)Oc1ccc2c(c1)O/C(=C\c1ccco1)C2=O,-3%,6,11%,?,-39%,6,?,-4,-7,-19%
Cc1cc(F)c(F)c(C(=O)N2CCOCC2)c1,0%,0,2%,0%,-19%,-6,-13%,-1,0,7%
CCCCC(=O)Nc1sc2c(c1C(N)=O)CCC2,0%,1,-1%,5%,-14%,0,7%,-11,4,-4%
CCOC(=O)c1[nH]c(C)c(C(=O)OCC(=O)N(C)C2CCS(=O)(=O)C2)c1C (configuration not stated),4%,0,6%,3%,8%,-1,0%,19,10,1%

# Molecules shown so far with an aryl thioether with sulfur outside any ring, in the order listed:
structure,GALK inh,FBPA coupling cs,S-ASM inh,MLL CXXC-DNA inh,a7 integrin act,TRPV1 agonist,MBNL1-CUG inh,KCNH2 WT inh,KCNH2 3.1 inh,A-T KAP1 phos
O=c1c2ccccc2nnn1CSc1nnc2sc3ccccc3n12,0%,2,.,4%,.,2,5%,.,.,-4%
CCOC(=O)Cc1c(Sc2ccccc2)c2cc(C)ccc2n1C,-1%,0,?,1%,-13%,16,?,6,-4,7%

# Further results.
structure,GALK inh,FBPA coupling cs,S-ASM inh,MLL CXXC-DNA inh,a7 integrin act,TRPV1 agonist,MBNL1-CUG inh,KCNH2 WT inh,KCNH2 3.1 inh,A-T KAP1 phos
Cc1ccc(S(=O)(=O)N(C)c2ccc(OCC(=O)Nc3nnc(C4CC4)s3)cc2)cc1,-8%,-1,-6%,4%,?,-4,-11%,1,-3,1%
O=C(NCCN1CCOCC1)c1cc2cc([N+](=O)[O-])ccc2s1,0%,-2,-1%,-4%,-12%,6,?,12,10,2%
Cc1ccc2[nH]c(C(=O)N/N=C/c3ccccc3C(=O)O)c(-c3ccccc3)c2c1,1%,7,-1%,6%,-34%,-7,?,7,6,39%
COc1ccc(NC(=O)C/C(C)=N/NC(=O)C(=O)NC(C)C)c(OC)c1,4%,0,5%,7%,22%,1,-11%,3,8,0%
COc1ccc(NC(=O)c2cccc(Cn3cc(Br)cn3)c2)cn1,0%,-5,0%,-6%,-29%,?,3%,-9,1,4%
CCCCCn1c(CN2CCN(C(=O)OCC)CC2)nc2c1c(=O)n(C)c(=O)n2C,.,.,-2%,.,-24%,.,.,-7,5,.
Cc1ccc(S(=O)(=O)n2c(N)nc3ccccc32)cc1,-2%,-3,-1%,-1%,-5%,-7,2%,6,-6,8%
COc1ccc(C(=O)C2CCCN(C(=O)c3noc4c3CCCC4)C2)cc1F (configuration not stated),1%,1,-2%,0%,-30%,16,5%,1,-12,-3%
O=C(Cc1ccccc1)NCCC1=CCCCC1,.,0,0%,12%,9%,21,18%,4,-2,-3%
Cc1[nH]n(C(C)(C)C)c(=O)c1Sc1ccccc1,-1%,-19,0%,6%,-19%,-2,11%,9,8,-13%
CCCc1nnc(NC(=O)CCC(=O)NCc2ccc(Cl)cc2Cl)s1,7%,.,-8%,1%,0%,0,2%,24,6,2%
COc1ccc(CNC(=O)CN(C(=O)CCC(=O)Nc2nccs2)c2ccc3c(c2)OCO3)cc1,1%,1,-1%,-3%,22%,2,-1%,-16,3,6%
Cc1cc(C)cc(OCC(=O)Nc2cc(C)on2)c1,-1%,0,4%,?,14%,4,2%,-25,-16,0%
CCCCOC(=O)c1ccc(NC(=O)CN2C(=O)NC3(CCCCCC3)C2=O)cc1,.,.,-9%,.,-37%,9,.,-11,-3,5%
Cc1ccc(C(=O)Nc2cccc(-c3cn4ccccc4n3)c2)cc1,1%,-10,-3%,2%,-3%,20,6%,21,-30,2%
CCOc1ccc(S(=O)(=O)N2CCCC(C(=O)NCc3ccccn3)C2)cc1 (configuration not stated),-2%,-1,3%,0%,-45%,-1,1%,-5,7,-4%
COC(=O)c1ccc(NC(=O)COc2ccccc2OC)cc1,-1%,0,-1%,-2%,-6%,11,4%,-17,0,13%
CN(C)c1cc[n+](CC(=O)c2ccc(OC(F)F)cc2)cc1,0%,-5,-2%,0%,-15%,0,1%,-5,6,45%
COc1cc(OC)cc(-c2nnc(SCC(=O)N(C(C)C)C(C)C)o2)c1,8%,2,-3%,5%,0%,-5,18%,4,-9,17%
COc1ccc(CCC(C)N(C)Cc2ccccc2)cc1 (configuration not stated),0%,0,0%,6%,-1%,0,-3%,0,-26,21%
O=C(NCc1ccccc1)c1ccc(C2SCC(=O)N2Cc2ccccc2)cc1 (configuration not stated),-2%,-2,-1%,7%,-2%,2,-3%,-11,-44,-11%
Cc1occc1C(=O)Nc1ccc2c(c1)OCO2,2%,0,-1%,7%,22%,11,-2%,-1,7,0%
